# MrgX1 allo act: positive allosteric modulators of MrgX1, primary screen, HEK293 cells, Fluo-4 calcium flux; Mas-related G-protein coupled receptor member X1 (Homo sapiens), Q96LB2; FDSS; stronger effect = higher value; B-score at 10 µM; 310,000 compounds, 0.63% hits;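 active = plate-corrected calcium response at least 3 library SD above typical, normal starting fluorescence, not activating the receptor alone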;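 note: compound read alongside a low EC10 to EC30 dose of BAM8-22 agonist; peak minus trough fluorescence over baseline measured at the second addition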
# Target sequence (Q96LB2 whole entry, looked up): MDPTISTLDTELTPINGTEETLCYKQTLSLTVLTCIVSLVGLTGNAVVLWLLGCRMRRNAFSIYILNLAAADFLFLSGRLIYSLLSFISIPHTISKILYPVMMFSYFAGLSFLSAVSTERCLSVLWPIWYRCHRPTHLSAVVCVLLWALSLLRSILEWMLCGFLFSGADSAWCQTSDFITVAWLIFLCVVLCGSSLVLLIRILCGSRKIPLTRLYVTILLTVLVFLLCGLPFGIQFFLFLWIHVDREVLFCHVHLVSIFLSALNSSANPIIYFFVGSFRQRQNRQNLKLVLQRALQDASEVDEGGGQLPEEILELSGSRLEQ
# MrgX1 antag: antagonists of human MrgX1 receptor, primary screen, HEK293 cells, Fluo-4 calcium flux; BAM8-22 antagonism; stronger effect = lower value; B-score at 10 µM; 310,000 compounds, 1.3% hits;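 active = calcium-response B-score plate-corrected more than 3 library SD below zero, starting fluorescence within 5 deviations, no agonist response on first addition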;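 note: peak minus trough fluorescence over baseline after final BAM8-22 challenge near maximal dose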
# TRPC6 inh: mouse TRPC6 channel inhibitors, primary screen, cell-based, HEK293, membrane potential dye | Short transient receptor potential channel 6 (Mus musculus), Q61143 | ACh-evoked depolarization; stronger effect = lower value | B-score at 10 µM | 310,000 compounds, 1.1% hits | AID 2553, 2010;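 active = B-score under library mean minus 3 SD, initial fluorescence not abnormally high, positive integrated signal ratio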;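 note: B-score derived from integrated fluorescence ratio over the kinetic read; more negative B-score means stronger inhibition of depolarization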
# MrgX1 ag: agonists of human MrgX1 receptor, primary screen, HEK293 cells, Fluo-4 calcium flux. Fluo-4 calcium fluorescence, agonist mode; stronger effect = higher value. Mas-related G-protein coupled receptor member X1 (Homo sapiens), Q96LB2. B-score at 10 µM. AID 588627, 2011. 310,000 compounds, 0.44% hits;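 active = calcium response B-score plate-corrected fluorescence ratio at least 3 library SD, with starting fluorescence B-score inside 5 SD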
#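 Test system: HEK293 cells stably expressing human MrgX1 receptor; amount: 15,000 cells per well; doses: compound delivered in addition one of three; times: overnight plating before 1 h dye loading; detection: Fluo-4 NW calcium-flux fluorescence, kinetic read; read-out basis: B-scored fluorescence response ratio; controls: positive and negative controls per plate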
# TRPC4 act: activators of mouse TRPC4 channel, primary screen, Fluo4 calcium, HEK293 TRPC4beta/mu-opioid cells | B-score at 10 µM | Fluo4 calcium fluorescence; stronger effect = higher value | 310,000 compounds, 0.49% hits | AID 2237, 2010 | Short transient receptor potential channel 4 (Mus musculus), Q9QUQ5;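 active = B-score above 5 SD of library B-scores, and initial fluorescence ratio not above library mean plus 5 SD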;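 note: positive B-score marks a calcium rise read as TRPC4 activation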
#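 Assay system: HEK293 cells stably co-expressing mouse TRPC4beta and mu-opioid receptor / Timing: Fluo4 dye loading 45 min at room temperature, 110 s recording / Signal: Fluo4 calcium-sensitive dye fluorescence, kinetic, 1 Hz baseline / Read-out: integrated baseline-normalised fluorescence ratio, converted to per-well B score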
# ANO1 activ: TMEM16A chloride channel activators or potentiators, primary screen, cell-based, HTS. B-score at 10 µM. AID 623877, 2012. HEK293 TMEM16A/YFP-H148Q/I152L, iodide quench fluorescence; stronger effect = lower value. 340,000 compounds, 0.3% hits;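 active = fluorescence-ratio B-score plate-corrected deviation score at least 3 library SD below zero, with starting fluorescence score within 5 deviations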;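 note: channel opened by trigger with iodide after compound preincubation; score built on the fluorescence ratio of max minus min over baseline; more negative score means more quench and so TMEM16A activation or potentiation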
# TRPC4 inh: inhibitors of mouse TRPC4 channel, primary screen, Fluo4 calcium, HEK293 TRPC4beta/mu-opioid cells | DAMGO-evoked Fluo4 calcium flux; stronger effect = lower value | B-score at 10 µM | AID 2247, 2010 | 300,000 compounds, 0.39% hits | Short transient receptor potential channel 4 (Mus musculus), Q9QUQ5;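 active = B-score over 3 SD under the library average, no early fluorescence shift, positive overall ratio signal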
#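 material = TRPC4beta/mu-opioid receptor HEK293 cell line | probe or stimulus = sequential submaximal and maximal DAMGO stimulation | compound dosing = one concentration per compound | measured by = Fluo4 Ca2+ flux fluorescence | evaluation = integrated fluorescence ratio relative to baseline, converted to per-well B score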
# ANO1 block: TMEM16A chloride channel inhibitors, primary screen, cell-based, HTS; Anoctamin-1 (Mus musculus), Q8BHY3; HEK293 TMEM16A/YFP iodide influx fluorescence, ionomycin; normalized B-score (activity score, 25-100; higher = stronger inhibition) at 10 µM; 310,000 compounds, 1.2% hits; AID 588511, 2011;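 active = ratio plate-corrected score three or more library SD toward inhibition, starting fluorescence score within five deviations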;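 note: score derived from kinetic fluorescence span divided by baseline fluorescence per well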
# TRPC6 act: mouse TRPC6 channel activators, primary screen, cell-based, HEK293, membrane potential dye. HEK293-TRPC6 membrane potential dye fluorescence; stronger effect = higher value. B-score at 10 µM. 310,000 compounds, 0.13% hits. AID 2550, 2010;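 active = B-score of the integrated fluorescence ratio above library mean plus 3 SD, and starting fluorescence ratio within library mean plus 5 SD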;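 note: higher score means more depolarization so channel activation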
# TRPC4 potent: positive allosteric modulators of TRPC4, primary screen, cell-based, mouse TRPC4beta, HEK293 mu-opioid, Fluo-4 calcium. B-score at 10 µM. AID 2227, 2009. DAMGO EC20, Fluo-4 Ca2+ flux; stronger effect = higher value. 310,000 compounds, 0.42% hits. Short transient receptor potential channel 4 (Mus musculus), Q9QUQ5;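 active = B-score of calcium response area above 5 SD of library B-scores, with initial fluorescence ratio within 5 SD of library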;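 note: B-score of integrated fluorescence ratio over time as area under calcium response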
# RGS4 block: RGS4 inhibitors, primary screen, cell-based, HEK293 M3R inducible RGS4, calcium flux; Regulator of G-protein signaling 4 (Homo sapiens), P49798; Fluo-4 calcium flux; stronger effect = higher value; triggered by carbachol at its EC20; B-score at 10 µM; 310,000 compounds, 0.45% hits; AID 463165, 2010;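 active = B-score, a plate-corrected calcium signal, over three deviations above library mean, with baseline fluorescence within five deviations of library mean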;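 note: RGS4 expression induced by doxycycline in cells with stable M3 receptor; B-score is computed from the integrated fluorescence ratio over baseline after carbachol; higher B-score means a larger calcium signal and so more RGS4 inhibition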
# Target sequence (P49798 whole entry, looked up): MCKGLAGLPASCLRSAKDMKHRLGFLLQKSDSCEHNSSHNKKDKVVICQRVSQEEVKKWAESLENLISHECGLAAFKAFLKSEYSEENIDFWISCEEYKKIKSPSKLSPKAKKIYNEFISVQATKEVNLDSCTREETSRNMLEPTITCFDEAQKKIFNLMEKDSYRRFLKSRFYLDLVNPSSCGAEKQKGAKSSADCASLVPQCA
# An asterisk follows results filed as active; i = inactive; · = not tested or not shown.
SMILES,MrgX1 allo act,MrgX1 antag,TRPC6 inh,MrgX1 ag,TRPC4 act,ANO1 activ,TRPC4 inh,ANO1 block,TRPC6 act,TRPC4 potent,RGS4 block
Cc1ccc(C)c(-n2nnnc2SCC(=O)Nc2c(C)n(C)n(-c3ccccc3)c2=O)c1,i,i,i,i,i,i,i,i,i,i,i
COc1ccccc1NC(=O)Nc1ccnn1Cc1cccs1,i,i,i,i,i,i,i,i,i,i,i
N#CC1=C(SCC(=O)c2cc3ccccc3oc2=O)NC(=O)C(C#N)C12CCCC2 (stereo not given),i,i,i,i,i,i,i,i,i,i,i
CC(=O)c1ccc(S(=O)(=O)N2CCN(C)CC2)cc1,i,i,i,i,i,i,i,i,i,i,i
C=CCn1c(SCC(=O)Nc2ccccc2OC)nnc1-c1ccco1,·,·,i,·,i,·,i,·,i,i,i
CC(=O)N1N=C(c2cccc(Cl)c2)OC1c1cccc([N+](=O)[O-])c1 (stereo not given),i,i,i,i,i,i,i,i,i,i,i
CN(C)CCNC(=O)c1c(NC(=O)c2ccccc2)sc2c1CCCC2,i,i,-5.6*,i,97*,i,i,i,i,i,i
CC(=O)NC(Cc1cc(C)ccc1C)C(=O)N1CCN(C(=O)c2ccccc2Br)CC1 (stereo not given),i,i,i,i,i,i,i,i,i,i,i
Cc1ccc(S(=O)(=O)Nc2ccccc2C(=O)N2CCCCC2)cc1,i,i,i,i,i,i,i,i,i,i,i
O=C(Nc1ccccc1Cl)c1cc(S(=O)(=O)N2CCCC(C(=O)O)C2)ccc1F (stereo not given),i,i,i,i,i,i,i,i,i,i,i
O=C(CCCN1C(=O)c2ccccc2C1=O)NCCN1C(=O)S/C(=C\c2cccs2)C1=O,i,i,i,i,i,i,i,i,i,i,i
CCCNC(=O)Cn1nc(C(F)(F)F)c2c1CCCC2,i,i,i,i,i,i,i,i,i,i,i
O=C(CN(C(=O)CCC(=O)Nc1nccs1)c1cccc(F)c1)NCc1ccc(F)cc1,i,i,i,i,i,i,i,i,i,i,i
O=C(CC1C(=O)NCCN1Cc1cccc(F)c1)NCCCN1CCCC1=O (stereo not given),i,i,i,i,i,i,i,i,i,i,i
Cc1ccc(NC(=O)c2cccc(F)c2)cc1S(=O)(=O)N1CCCCCC1,i,i,i,i,i,i,i,i,i,i,i
O=C(NCc1ccncc1)C(=O)N/N=C/c1ccccn1,i,i,i,i,i,i,i,i,i,i,i
COc1ccc(-c2cc(C(=O)Nc3cnn(Cc4ccccc4C)c3)no2)cc1OC,i,i,i,i,i,i,i,i,i,i,i
O=C(COC(=O)c1ccc(Cl)nc1)Nc1ccccc1OC(F)F,i,i,i,i,i,i,i,i,i,i,i
CCn1c(SCC(=O)N(C)c2c(N)n(Cc3ccccc3)c(=O)[nH]c2=O)nc2ccccc21,i,i,i,i,i,i,i,i,i,i,i
CC(=O)N(O)CCCCCNC(=O)CCC(=O)N(O)CCCCCNC(=O)CCC(=O)N(O)CCCCCN,i,i,i,i,i,i,i,i,i,i,i
COc1ccc(NS(=O)(=O)c2cccc(C(=O)NCCCN3CCOCC3)c2)cc1,i,i,i,i,i,i,i,i,i,i,i
CCn1c2ccc(Cl)cc2c2nc3ccccc3nc21,i,i,i,i,i,·,i,i,i,i,i
Nc1nc(SCc2cccc(Br)c2)n[nH]1,i,i,i,i,i,i,i,i,i,i,i
Cc1ccc(S(=O)(=O)NNC(=O)c2cnn(-c3ccccc3)c2-n2cccc2)cc1,i,i,i,i,i,i,i,i,i,i,i
COc1ccccc1N1CCN(C(=O)c2nn(C)c3c2CS(=O)(=O)c2ccccc2-3)CC1,i,i,i,i,i,i,i,i,i,i,i
CC1C/C(=C/c2cccs2)C(=O)/C(=C/c2cccs2)C1 (stereo not given),i,i,i,i,i,i,i,i,i,i,i
Cc1ccc(OCC(=O)OCCN2C(=O)c3ccccc3C2=O)cc1C,i,i,i,i,i,i,i,i,i,i,i
CC(C)(C)n1[nH]c2c3c(ccc2c1=O)C(=O)c1ccccc1C3=O,i,i,i,i,i,i,i,i,i,i,i
O=C(N/N=C/C=C\c1ccccc1[N+](=O)[O-])c1ccco1,i,i,i,i,i,i,i,i,i,i,i
CC(C)(C)c1ccc(C(=O)OCCN2CCCCC2)cc1,i,i,i,i,i,i,i,i,13*,i,i
CC(c1n[nH]c(=S)n1-c1ccc(Cl)cc1)N(C)C (stereo not given),i,i,i,i,i,i,i,i,i,i,i
COc1ccc(Nc2c(-c3ccco3)nc3ccc(C)cn23)cc1,i,i,i,i,i,i,i,i,i,i,i
Clc1ccc(OCCn2ccnc2)cc1Cl,i,i,i,i,57*,i,i,i,i,14*,i
Cn1c2ccccc2c2cc(/C=N/NC(=O)c3cc(O)ccc3O)ccc21,i,i,i,i,i,i,i,i,i,i,i
O=C(NCc1ccco1)C1CC(c2ccc(Cl)c(Cl)c2)=NO1 (stereo not given),i,i,i,i,i,i,i,i,i,i,i
CCCCOC(=O)c1ccc(NC(=O)Nc2ccc(OC)c(OC)c2)cc1,i,i,i,i,i,i,i,i,i,i,i
Cc1ccc(N=CC2=C(O)CC(c3ccccc3Cl)CC2=O)cc1 (stereo not given),i,i,i,i,i,i,i,i,i,i,i
CCC(=O)N1CCc2cc(S(=O)(=O)NCCC(=O)Nc3ccc(OC)cc3)ccc21,i,i,i,i,i,i,i,i,i,i,i
O=C(NCc1ccncc1)C1CCCN(S(=O)(=O)c2cc(Cl)ccc2Cl)C1 (stereo not given),i,i,i,i,i,i,i,i,i,i,i
COC(CNC(=O)c1cnn2c(C)c(Cc3ccccc3)c(C)nc12)OC,i,i,i,i,i,i,i,i,i,i,i
O=C(Nc1cccnc1)c1ccco1,i,i,i,i,i,i,i,i,i,i,i
Cn1cc([N+](=O)[O-])c(C(=O)n2cccn2)n1,i,i,i,i,i,i,i,i,i,i,i
CC(C)NC(=O)Cn1c(SCC(=O)N2c3ccccc3CC2C)nc2ccccc21 (stereo not given),i,i,i,i,i,i,i,i,i,i,i
COc1cc(CCC(=O)N2CCN(c3ccc(N4CCOCC4)nn3)CC2)cc(OC)c1OC,i,i,i,i,i,·,i,i,i,i,i
Cc1ccc(NC(=O)CCS(=O)(=O)c2cc3[nH]c(=O)c(=O)[nH]c3cc2C)cc1,i,i,i,i,i,i,i,i,i,i,i
COc1cc(OC)c(/C=N/NC(=O)c2ccncc2)c(OC)c1,i,i,i,i,i,i,i,i,i,i,i
O=C(O)c1cccc(N/N=C/c2ccc(-c3ccccc3)cc2)c1,·,·,i,·,i,i,i,·,i,i,i
CCCCNC(=O)CSc1nc(O)cc(=O)n1C1CCCC1,i,i,i,i,i,i,i,i,i,i,i
CCn1c(C)[n+](CC)c2ccc(C(=O)N(C)c3ccccc3)cc21,i,i,i,i,i,i,i,i,i,i,i
CCc1cccc2c(C=C(C#N)C#N)cn(CC(=O)N3CCCC3)c12,i,i,i,i,i,i,i,i,i,i,i

# Next section:
SMILES,MrgX1 allo act,MrgX1 antag,TRPC6 inh,MrgX1 ag,TRPC4 act,ANO1 activ,TRPC4 inh,ANO1 block,TRPC6 act,TRPC4 potent,RGS4 block
COc1ccc2oc(=N)c(C(=O)Nc3ccc(F)cc3)cc2c1,i,i,i,i,i,i,i,i,i,i,i
CS(=O)(=O)c1nc(-c2ccc(F)cc2)cc(C(F)(F)F)n1,·,·,i,·,i,i,i,·,i,i,i
S=C1NCCOCCOCCOCCNC(=S)N2CCOCCOCCN1CCOCCOCC2,i,i,i,i,i,i,i,i,i,i,i
O=C(NCCO)c1cc2cc(Cl)cc(Cl)c2oc1=O,i,i,i,i,i,i,i,i,i,i,i
NC(=O)c1cc([N+](=O)[O-])ccc1N1CCN(Cc2ccccc2)CC1,i,i,i,i,i,i,i,i,i,i,i
Cn1ccnc1SCC(=O)c1ccc(Br)cc1,i,i,i,i,i,i,i,i,i,i,i
O=C(NCCc1ccc(F)cc1)c1cccc(NC(=O)c2ccccc2)c1,i,i,i,i,i,i,i,i,i,i,i
Cc1nc(-c2ccc(S(=O)(=O)N3CCN(C4c5ccccc5-c5ccccc54)CC3)s2)cs1,i,-5.3*,i,i,i,i,i,i,i,i,i
COc1ccc(Cl)c(Cn2c(NCCCO)nc3c2c(=O)n(C)c(=O)n3C)c1,i,i,i,i,i,i,i,i,i,i,i
CC(CCc1ccccc1)NC(=O)C(Cc1ccccc1)NS(=O)(=O)c1cccs1 (stereo not given),i,i,i,i,i,i,i,i,i,i,i
CN(C(=O)COC(=O)c1nc(Cl)c(Cl)c(Cl)c1Cl)C1CCS(=O)(=O)C1 (stereo not given),·,·,i,·,i,i,i,·,i,i,i
CCOC(=O)N1CCN(c2c(N3CC=C(c4ccccc4)CC3)c(=O)c2=O)CC1,i,i,i,i,i,i,i,i,i,i,i
CCc1cccc(NC(=O)CCc2c(C)nn(-c3ccc(N4CCCCC4)nn3)c2C)c1,i,i,i,i,i,i,i,i,i,i,i
Cc1c(C)n(Cc2ccccc2)c2ccc(C(=O)O)cc12,i,i,i,i,i,i,i,i,i,i,i

# Bioassay records as filed in PubChem.
